N370S GC: qHTS Assay for Inhibitors and Activators of N370S glucocerebrosidase as a Potential Chaperone Treatment of Gaucher Disease. Lysosomal acid glucosylceramidase (Homo sapiens), P04062. N370S GC spleen homogenate, 4MU-glucoside fluorescence. Potency, µM (top dose mostly 59.4 µM), inactives show at the highest dose activity change, negative = inhibition, most hits filed as inhibitors. hit rate 0.092% among 330,000;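 also: 0% = full enzyme activity and -100% = no enzyme basal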
KAT2A inh: qHTS Assay for Inhibitors of GCN5L2 | GCN5L2 HAT assay, ThioGlo1 CoA-SH fluorescence | Potency, µM (highest dose often 58.9 µM), inactives show top-dose activity change, negative = inhibition, actives largely listed as inhibitors | hit rate 0.21% among 390,000 | AID 504327, 2011
Target sequence (Q92830 whole entry, looked up): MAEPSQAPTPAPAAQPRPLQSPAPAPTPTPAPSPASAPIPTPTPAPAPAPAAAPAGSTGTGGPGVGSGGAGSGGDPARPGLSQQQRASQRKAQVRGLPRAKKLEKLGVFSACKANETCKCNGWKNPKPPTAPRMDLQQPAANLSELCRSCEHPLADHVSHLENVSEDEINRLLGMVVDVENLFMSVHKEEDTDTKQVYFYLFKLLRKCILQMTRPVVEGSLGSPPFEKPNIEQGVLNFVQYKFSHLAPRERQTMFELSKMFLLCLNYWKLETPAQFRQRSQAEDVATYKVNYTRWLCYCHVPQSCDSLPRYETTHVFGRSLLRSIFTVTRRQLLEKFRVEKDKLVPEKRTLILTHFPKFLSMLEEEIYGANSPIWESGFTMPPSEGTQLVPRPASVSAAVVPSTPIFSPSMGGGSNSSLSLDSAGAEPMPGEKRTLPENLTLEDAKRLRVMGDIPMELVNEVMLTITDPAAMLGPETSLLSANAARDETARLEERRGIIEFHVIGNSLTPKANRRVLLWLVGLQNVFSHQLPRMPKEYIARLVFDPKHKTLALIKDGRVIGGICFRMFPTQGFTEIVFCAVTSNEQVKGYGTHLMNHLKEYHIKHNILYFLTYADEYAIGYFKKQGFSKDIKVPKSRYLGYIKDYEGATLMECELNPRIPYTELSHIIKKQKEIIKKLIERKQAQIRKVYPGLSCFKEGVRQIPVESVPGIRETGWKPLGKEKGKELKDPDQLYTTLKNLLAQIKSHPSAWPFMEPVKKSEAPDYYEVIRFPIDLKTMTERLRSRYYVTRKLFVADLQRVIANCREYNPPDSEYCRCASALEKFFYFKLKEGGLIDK
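Enzyme at 20nM final was mixed with library compounds for 15 min at room temperature. Peptide H3(1-25) at 75uM, acetyl-CoA at 70uM and ThioGlo1 at 50uM were then added. Plates were read immediately and after 20 min (Ex340nm/Em540nm).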
FEN1 inhibitor: qHTS Assay for the Inhibitors of Human Flap endonuclease 1 (FEN1); hit rate 0.35% among 390,000; Potency, µM (series often up to 114 µM), for the others: at the top dose activity change, negative = inhibition, most hits filed as inhibitors; Recombinant FEN1 flap cleavage, fluorescence, 15 min; AID 588795, 2011; P39748; also: nearly all actives have a fitted effect of over 65% in size
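Steps: FEN1 (10 nM) dispensed; compound added by pin tool; 15 min at room temperature; substrate added to 50 nM final; reads at 0 min and 15 min; data normalized and fitted (four-parameter Hill).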
Starred values were filed as active, the others as inactive; ? = inconclusive; · = no result given; & = joins results of further samples; [ ] = remark or other dose. Calls follow the shape of the dose curve; as a rule, active = well fitted curve in the direction sought with a large enough effect; inconclusive = small, poorly fitted or top-dose-only effect, or another doubt; inactive = no such curve, though single readings can be large; an effect the other way counts as inactive or inconclusive. Unless noted, % is scaled to controls: 0 for no effect and ±100 for the full control effect; potency is read from the fitted curve at half-maximal effect.

SMILES	N370S GC	KAT2A inh	FEN1 inhibitor
COC(=O)c1ccc(C23CC4(C2)[C@H](CN(Cc2ccc(C(F)(F)F)cc2)[C@@H]4c2ccccc2)C3c2ccc(Cl)nc2)cc1 (stereo not given in full)	-10%&-15%	-12%	-1%
CCCN(C(=O)c1cc(S(=O)(=O)N2CCCCCC2)ccc1OC)C1CCS(=O)(=O)C1 (stereo not given)	-9%	-9%	-6%
O=C(NCCN1CCN(c2ccccc2)CC1)c1cccn2c(=O)c3ccccc3nc12	-7%	1%	-12%
Cc1ccc(/C=C/C(=O)Nc2nc(-c3cccs3)ns2)cc1	·	1%	-1%
CCOc1ccc2oc(C(=O)Nc3nccs3)c(C)c2c1	·	-4%	-6%
Cc1ccc(S(=O)(=O)CCC(=O)NCc2ccccc2Cl)cc1	3%	-6%	1%
CCCN(CCC)CCNC(=O)C1c2ccccc2C(=O)N(CCOC)C1c1ccc(F)cc1 (stereo not given)	-3%	-1%	-11%
COc1ccc(OCC(O)Cn2c(=N)n(CCN3CCOCC3)c3ccccc32)cc1 (stereo not given)	2%	1%	-1%
Cc1ccc(-n2ncc(C(=O)N3CCN(C4CCCCC4)CC3)c2C2CCN(C(=O)OC(C)(C)C)CC2)cc1	·	-2%	8%
COc1ccc(CN2C(=O)c3cccnc3C2O)cc1 (stereo not given)	3%	-3%	-6%
O=C(COc1ccc(S(=O)(=O)N2CCCC2)cc1)N1CCN(c2ccccc2F)CC1	1%	-5%	9%
C#CCOCCOCCOCCNc1nc(N2CCN(C(=O)[C@H](Cc3cc4ccccc4[nH]3)n3cc([C@@H](N)Cc4ccc(O)cc4)nn3)CC2)nc(N2CCN(C(=O)[C@H](Cc3cc4ccccc4[nH]3)n3cc([C@@H](N)CC(C)C)nn3)CC2)n1	?	1%	?
COc1ccc(-c2noc(CSc3nc4ccc(C)cc4[nH]3)n2)cc1	·	-8%	-24%
Cc1ccc(CNC(=O)c2ccc(N3CCC4(CC3)CC(c3cccc(Br)c3)=NO4)c(NC(=O)c3ccco3)c2)cc1	-16%	-7%	-6%
COc1ccc(/C=N/NC(=O)c2cccc(NC(=O)c3ccc(F)cc3)c2)c(C(=O)O)c1OC	-5%	-7%	3%
Cn1cccc1C(NC(=O)c1ccccc1)C(Cl)(Cl)Cl (stereo not given)	-13%	8%	12%
O=C(CCCCCn1c(=O)[nH]c2ccccc2c1=O)N1CCN(c2ccc(Cl)cc2)CC1	·	-10%	-15%
CN1CCN(C(=O)C2CCC(CNS(=O)(=O)c3cccc4cccnc34)CC2)CC1 (stereo not given)	0%	-2%	-3%
Cc1cccc(C(=O)O/N=C(\N)CS(=O)(=O)c2ccccc2)c1	-9%	-4%	-1%
CS(=O)(=O)N1CCN=C1SCc1ccc(F)cc1	-3%	-3%	-1%
CCCC(NC(=O)CCc1c(C)c2cc3c(-c4ccccc4)coc3cc2oc1=O)C(=O)O (stereo not given)	-10%	-7%	-25%
CC(C)NC(=O)C1CCN(C(=O)C(C(=O)c2ccccc2)n2cc(Cl)ccc2=O)CC1 (stereo not given)	-2%	-21%	-12%
Cc1ccc(C)c(CSc2nnc(C)c(=O)[nH]2)c1	-4%	-13%	-3%
COc1ccc(CN(C)C(=O)c2[nH]c(C)c(C(C)=O)c2C)c(OC)c1OC	-1%	-2%	3%
CCOc1ccc2[nH]cc(S(=O)(=O)c3ccc(Cl)cc3)c(=O)c2c1	-1%	-3%	-19%
COC(=O)c1sccc1NC(=O)C1C2C=CC(O2)C1C(=O)O (stereo not given)	1%	-1%	6%
CSc1nc2ccccc2n1Cc1c(Cl)cccc1Cl	-5%	-2%	-7%
C#CCNc1nc(C)nc2c1nnn2Cc1ccccc1F	1%	2%	7%
COc1ccc(NC(=O)CCNS(=O)(=O)c2cccc3nonc23)cc1	-4%	-1%&-3%	10%&16%
CCCN(CCC)S(=O)(=O)c1ccc(Cl)c([N+](=O)[O-])c1	-6%	2%	-9%

Brought forward from above: 5 entries, then new ones.
SMILES	N370S GC	KAT2A inh	FEN1 inhibitor
COC(=O)c1sccc1NC(=O)C1C2C=CC(O2)C1C(=O)O (stereo not given)	1%	-1%	6%
CSc1nc2ccccc2n1Cc1c(Cl)cccc1Cl	-5%	-2%	-7%
C#CCNc1nc(C)nc2c1nnn2Cc1ccccc1F	1%	2%	7%
COc1ccc(NC(=O)CCNS(=O)(=O)c2cccc3nonc23)cc1	-4%	-1%&-3%	10%&16%
CCCN(CCC)S(=O)(=O)c1ccc(Cl)c([N+](=O)[O-])c1	-6%	2%	-9%
CC1CCCCN1C(=O)c1cc2c(=O)n3ccccc3nc2s1 (stereo not given)	?	-11%	-18%
CC[C@@]1(C(=O)OC)N[C@H](CN(C)C(=O)c2ccc(F)cc2)[C@@H]2C(=O)N(Cc3ccccc3)C(=O)[C@@H]21	·	-2%	1%
Cc1ccc(S(=O)(=O)/C(C#N)=C/c2c(N3CCN(C)CC3)nc3ccccn3c2=O)cc1	17%	-5%	-3%
O/N=C1/CCCCc2sccc21	1%	-1%	3%
CCOC(=O)c1sc(NC(=O)CN(CC)CC)c(C(=O)OCC)c1C	3%	-5%	7%
COc1cccc(CNC(=O)CN2C(=O)COc3ccc(S(=O)(=O)Nc4ccccc4)cc32)c1	·	-5%	-13%
Cc1c(NC(=O)CSC(=S)N2CCCC2)c(=O)n(-c2ccccc2)n1C	-11%	-2%	6%
CCOc1ccccc1NC(=O)c1nnn(CC(=O)Nc2ccccc2CC)c1N	·	1%	-1%
C=CCc1cc(/C=N\NC(=O)CSc2nnc(CCCc3ccc(OC)c(C)c3)o2)cc(OC)c1O	-2%	0%	-11%
CCCN(Cc1cccs1)C(=O)Nc1ccc(Br)cc1F	·	-6%	-6%
Cn1cc(Cl)c(-c2n[nH]c(=S)n2-c2ccc(F)cc2)n1	7%	0%	1%
CC(=O)OC1CC[C@@]2(C)C3CC[C@@]4(C)C(CC5O[C@@]6(CCC(C)CO6)C(C)C54)C3CC[C@@H]2C1 (stereo not given in full)	0%	10%	·
FC(F)(F)c1cnc(Sc2nnc(-c3cccs3)n2CC2CCCO2)c(Cl)c1 (stereo not given)	7%	-3%	6%
c1cncc(CNc2nc(-c3ccc4c(c3)OCO4)nc3ccccc23)c1	?	-20%	·
O=C(CCl)N(c1ccc(Cl)cc1)c1c[nH]c2ccccc12	-12%	-9%	-19%
CCOc1ccc(N(CC(=O)NCC2CCCO2)S(=O)(=O)c2ccc(OC)c(OC)c2)cc1 (stereo not given)	3%	-1%	4%
COc1cc(OC)cc(C(=O)NCC(=O)OCC(=O)c2ccc3c(c2)-c2ccccc2C3)c1	-2%	-8%	-10%
CCOC(=O)C1=NN(C(C)=O)C2C(=O)N(CC)C(=O)C12 (stereo not given)	5%	2%	3%
COc1ccc(N2CCN(c3nc(NCCO)nc(N4CCOCC4)n3)CC2)cc1	-6%	2%	-3%
COc1ccc2cc(C(=O)N3CCN(C)CC3)[nH]c2c1	-4%	-1%	15%
O=C(NCCN1CCN(Cc2ccccc2Cl)CC1)Nc1ccccc1	-5%	-4%	-2%
COc1ccc(-n2nnc3c(SCC(=O)NCc4ccco4)ncnc32)cc1	3%	-2%	0%
Cc1nc2ccccc2c(=O)n1CC(=O)N1CCOCC1	-7%	-8%	-9%
CCOc1ccc(Nc2nc(Cc3nnc(SCC(=O)N(CC)CC)n3C)cs2)cc1	4%	0%	-5%
O=C(N/N=C/c1sc(=O)[nH]c1-[n+]1ccccc1)c1ccccc1[O-]	-2%	-9%	-9%
COc1cccc(CC2(CO)CCCN(Cc3ccccc3Cl)C2)c1 (stereo not given)	-11%	-12%	0%
Cc1ccc(S(=O)(=O)N2C(=O)/C(=C3\SC(=S)NC3=O)c3ccccc32)cc1	0%	-12%	·
CCC1(CC)C(=O)C2=C3C1[C@H](C(=O)OC)C=C(C(=O)OC)C[C@H]3[C@H]1C(=O)N(Cc3ccccc3)C(=O)[C@H]1[C@H]2C (stereo not given in full)	-3%	·	-23%&7%
Oc1ccccc1/C=N/n1cnnc1	·	-5%	7%
COc1cccc(/C=N/Nc2nn3cnnc3c3ccccc23)c1	0%	-5%[0.501 µM]	-20%
CCOC(=O)CCCc1sc(N)nc1-c1[nH]c(=O)[nH]c1C	-15%	-19%	-9%
CCOC(=O)c1ccc(-n2cc(C(=O)c3cccnc3)nn2)cc1	1%	12%	16%
C=CCN1C(=O)/C(=C/c2ccc(N(C)C)cc2)S/C1=N\c1nnc(CC)s1	-2%	-2%	·
CCOC(=O)Cc1csc(NC(=O)NC2(C(F)(F)F)Oc3ccc(Cl)cc3O2)n1 (stereo not given)	-10%	0%	-6%
O=C(COc1ccc(-c2ccccc2)cc1)NNC(=O)Nc1ccc(F)cc1F	-4%	-24%	2%
COC(=O)c1ccc(CSc2nnc(-c3ccc4c(c3)OCO4)n2-c2ccccc2)o1	15%	-4%	-2%
CCOc1ccc(S(=O)(=O)N2CCCC(C(=O)NCc3ccncc3)C2)cc1C (stereo not given)	-6%	-2%	-3%
Clc1ccc(-c2cn(-c3ccc(Cl)cc3)c3[n+]2CCCCC3)cc1	-3%	-4%	-5%
Cc1cc(Nc2ccccc2)n(-c2ccc(Br)cc2)n1	-15%	-1%	-17%
COc1cccc(NC(=S)N2CCCC2c2ccc(OC)c(OC)c2)c1 (stereo not given)	0%	-2%	14%
Cc1ccc(C(C(=O)NCCc2ccccc2)N(C(=O)c2csnn2)C2CC2)o1 (stereo not given)	-7%	-5%	-2%
COc1cc(SC)ccc1C(=O)Nc1ccc(C)cc1C	2%	-2%	-3%
CC(N=C1NS(=O)(=O)c2ccccc21)C(=O)OCC(=O)N(C)C1CCS(=O)(=O)C1 (stereo not given)	·	1%	12%
CC(C)c1nnc(NC(=O)c2ccc3ccccc3c2)s1	1%	-5%	-1%
O=C(COc1ccccc1F)Nc1ccc(S(=O)(=O)NCc2ccco2)cc1	5%	-1%	1%
CCC1Oc2ccc(C)cc2N(CC(=O)N(Cc2ccc(C)o2)C2CC(C)(C)NC(C)(C)C2)C1=O (stereo not given)	-10%	0%	-7%
O=[N+]([O-])CC(=Nc1ccc(Cl)cc1)N/N=C\c1oc(O)c2ccccc12	-15%	-10%	-3%
COc1ccc(C(=O)OC(C)C(=O)NC(C)CCc2ccccc2)cc1[N+](=O)[O-] (stereo not given)	0%	-8%	4%
CCOc1ccccc1CNC(=O)c1c(C)oc2ncnc(N3CCOCC3)c12	·	16%	-5%
Nc1c(Cl)c(Cl)nc(C(=O)N/N=C/c2ccco2)c1Cl	0%	-7%	3%
Cc1cc(C(=O)OCC(=O)Nc2c(Cl)cccc2Cl)c(C)o1	·	-1%	0%
Cc1ccc(C)c(-n2ccnc2SCC(N)=O)c1	4%	-3%	6%
Cc1cc(C)cc(NS(=O)(=O)c2ccc3[nH]cc(C(=O)NCc4ccccc4Cl)c(=O)c3c2)c1	·	-11%	-1%
COc1ccc(NC(NC(=O)c2ccc(OC)cc2)C(Cl)(Cl)Cl)cc1 (stereo not given)	8%	-8%	-18%
CCOc1ccc(N2C(=O)CC(N3CCN(c4ccc([N+](=O)[O-])cc4)CC3)C2=O)cc1 (stereo not given)	1%	0%	2%
Cc1cc([N+](=O)[O-])nn1CC(=O)NCCc1c[nH]c2ccccc12	-5%	-12%	2%
CSc1ccccc1NC(=O)Nc1ccccc1	-10%	0%	-20%
Cc1ccc(NC(=O)CNc2ccc(Cl)c(Cl)c2)cc1S(=O)(=O)N(C)C	2%	-10%	-1%
O=C(Nc1cccc(-c2nc3ncccc3o2)c1)c1ccc(-c2cccc(Cl)c2Cl)o1	·	-4%	-30%
Cc1ccc(C(O)P(=O)(OCCC(C)C)c2ccc(N(C)C)cc2)cc1 (stereo not given)	23%	-17%	2%
Cc1oc(-c2ccc(F)cc2)nc1CN1CCCC(C(=O)N2CCOCC2)C1 (stereo not given)	-13%	-10%	-14%
CCN1CCc2c(sc(-n3cccc3)c2C(CCC(C)C)NC(=O)NCCC(=O)OC)C1 (stereo not given)	·	-4%	-15%
COc1ccc(NC(=O)C2CCCN(S(=O)(=O)c3cccs3)C2)cc1 (stereo not given)	·	-5%	2%

Screening data as filed in PubChem.

Not all compounds are listed; the hit share may differ from the screen's.
